# SKKanGAS inh: SKKanGAS growth inhibition | actives 1.3% (n = 300,000) | inhibition, % at 7.5 µM | S. pyogenes SKKanGAS, kanamycin growth, BacTiter-Glo, 6 h;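 active means mean replicate score, as percent of positive control median, at least 50; inconclusive means mean below 50 but one replicate at or above 50; inactive means mean and every replicate below 50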;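 further: strain carries kanamycin resistance gene driven by streptokinase promoter and grows in 40 µg/ml kanamycin; loss of luminescence reflects streptokinase promoter inhibition or plain growth inhibition; 0% = median of DMSO wells and 100% = positive control at its reference dose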
# HDAC3 inhib: blocks human histone deacetylase 3 | O15379 | recombinant HDAC3, fluorogenic peptide/trypsin coupled, fluorescence | inhibition, % at 8.3 µM | actives 0.15% (n = 320,000) | AID 2718; in the data active means inhibition above about 26%, passing the limit was not always enough; inconclusive means no clear call, values can overlap the other calls
# RGS4 act: RGS4 potentiation or activation; B-score at 10 µM; actives 0.92% (n = 310,000); HEK293 M3R/inducible RGS4, carbachol calcium flux Fluo4; hits give low values;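 active means B-score of the integrated calcium signal more than 4 SD below the library mean, with starting fluorescence not abnormally high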;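 further: negative B-score means reduced calcium response which marks RGS4 activation or potentiation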
#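 System – HEK293 FlpIn-TREx cells, stable M3R, doxycycline-inducible RGS4 · Reagent – ECmax carbachol challenge · Times – compound preincubation 20 min at room temperature before agonist · Technique – Fluo4 fluorescence kinetic imaging of calcium · Measure – B score of integrated Fluo4 ratio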
# MrgX1 ag: activates human MrgX1 receptor signaling; MrgX1-HEK293 cells, Fluo-4 calcium fluorescence, agonist mode; hits give high values; B-score at 10 µM; actives 0.44% (n = 310,000); AID 588627;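 active means calcium response B-score plate-corrected fluorescence ratio at least 3 library SD, with starting fluorescence B-score inside 5 SD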
#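 Assay system: MrgX1-expressing HEK293 cells / Amount: fifteen thousand cells per well / Doses: test compound in the initial addition of three / Timing: cells plated overnight, dye loaded 0.5 h 37 °C, 0.5 h room temperature / Technique: kinetic calcium dye fluorescence, Fluo-4 NW / Control set: positive and negative controls per plate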
# TMEM16A act: activators or potentiators of mouse TMEM16A chloride channel. HEK293 TMEM16A/YFP-H148Q/I152L, iodide quench fluorescence; hits give low values. actives 0.3% (n = 340,000). AID 623877. B-score at 10 µM;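 active means fluorescence-ratio B-score plate-corrected deviation score at least 3 library SD below zero, with starting fluorescence score within 5 deviations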;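 further: channel opened by trigger with iodide after compound preincubation; score built on the fluorescence ratio of max minus min over baseline; more negative score means more quench and so TMEM16A activation or potentiation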
# MrgX1 antagonist: blocks BAM8-22 activation of human MrgX1 receptor. Q96LB2. MRGX1-HEK293 calcium flux, Fluo-4, BAM8-22 antagonism; hits give low values. B-score at 10 µM. actives 1.3% (n = 310,000);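 active means calcium-response B-score plate-corrected more than 3 library SD below zero, starting fluorescence within 5 deviations, no agonist response on first addition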;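 further: peak minus trough fluorescence over baseline after final BAM8-22 challenge near maximal dose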
# MrgX1 allo act: allosterically activates human MrgX1 receptor signaling | actives 0.63% (n = 310,000) | B-score at 10 µM | MrgX1-HEK293, Fluo-4 calcium flux, FDSS; hits give high values | AID 588675 | Q96LB2;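 active means plate-corrected calcium response at least 3 library SD above typical, normal starting fluorescence, not activating the receptor alone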;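 further: compound read alongside a low EC10 to EC30 dose of BAM8-22 agonist; peak minus trough fluorescence over baseline measured at the second addition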
# TRPC6 activator: mouse TRPC6 channel activation; HEK293-TRPC6 membrane potential dye fluorescence; hits give high values; actives 0.13% (n = 310,000); Q61143; AID 2550; B-score at 10 µM;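 active means B-score of the integrated fluorescence ratio above library mean plus 3 SD, and starting fluorescence ratio within library mean plus 5 SD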;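 further: higher score means more depolarization so channel activation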
# TRPC6 inhibitor: inhibitors of mouse TRPC6 channel. HEK293-TRPC6, membrane potential dye, ACh-evoked depolarization; hits give low values. B-score at 10 µM. actives 1.1% (n = 310,000);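 active means B-score under library mean minus 3 SD, initial fluorescence not abnormally high, positive integrated signal ratio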;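 further: B-score derived from integrated fluorescence ratio over the kinetic read; more negative B-score means stronger inhibition of depolarization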
# ANO1 block: mouse TMEM16A channel inhibition, primary screen; actives 1.2% (n = 310,000); HEK293 TMEM16A/YFP iodide influx fluorescence, ionomycin; normalized B-score (activity score, 25-100; higher = stronger inhibition) at 10 µM; AID 588511; Q8BHY3;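 active means ratio plate-corrected score three or more library SD toward inhibition, starting fluorescence score within five deviations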;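 further: score derived from kinetic fluorescence span divided by baseline fluorescence per well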
# RGS4 inh: inhibitors of human RGS4; P49798; HEK293 M3R/RGS4 inducible, Fluo-4 calcium flux; hits give high values; triggered by carbachol at its EC20; B-score at 10 µM; actives 0.45% (n = 310,000);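 active means B-score, a plate-corrected calcium signal, over three deviations above library mean, with baseline fluorescence within five deviations of library mean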;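 further: RGS4 expression induced by doxycycline in cells with stable M3 receptor; B-score is computed from the integrated fluorescence ratio over baseline after carbachol; higher B-score means a larger calcium signal and so more RGS4 inhibition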
# An asterisk follows results filed as active; i = inactive; u = inconclusive; x = not tested or not shown. Hits appear at their usual frequency; overall some 6.7% were active at least once.
SMILES,SKKanGAS inh,HDAC3 inhib,RGS4 act,MrgX1 ag,TMEM16A act,MrgX1 antagonist,MrgX1 allo act,TRPC6 activator,TRPC6 inhibitor,ANO1 block,RGS4 inh
Cn1c(CCNC(=O)c2ccccc2)nc2ccccc21,-2,5,i,i,i,i,i,i,i,i,i
O=C(CN1CCCCC1)N1CCN(c2ccccc2)CC1,-3,10,i,i,i,i,i,i,i,i,i
COc1ccc(C(=O)NCc2cc(C)nc3ccccc23)cc1,-4,u,i,i,i,i,i,i,i,i,i
COc1ccc(-c2nonc2NC(=O)c2ccco2)cc1OC,-1,-4,i,i,i,i,i,i,i,i,i
CC(=O)C1=C(C)NC2=C(C(=O)CC(C)(C)C2)C1C (stereo not drawn),1,2,i,i,i,i,i,i,i,i,i
COc1ccc(Cl)cc1S(=O)(=O)n1nnc2ccccc21,3,0,i,i,i,i,i,i,i,i,i
CCN(CC)CCCN(C(=O)c1ccccc1C)c1nc(-c2ccc(OC)cc2)cs1,-1,1,i,i,i,i,i,i,i,i,i
Cc1ccc(N2C(=O)C(Cl)=C(N3CCCCCC3)C2=O)cc1,11,-4,i,i,i,i,i,i,i,i,i
CC(=O)Nc1ccc(NC=C(C#N)C#N)cc1,-8,7,i,i,i,i,i,i,i,i,i
Clc1ccc(-c2nnc3n2CCCC3)cc1,-3,-1,i,i,i,i,i,i,i,i,i
Cc1ccccc1NC(=O)Cc1nc(CSc2nnc(C3CCCCC3)n2N)cs1,3,14,i,i,i,i,i,i,i,i,i
COc1ccc(/C(=N\O)c2nccc3cc(OC)c(OC)cc23)cc1OC,-3,-2,i,i,i,i,i,i,i,i,i
CC(C)N(Cc1nc(-c2ccccc2)no1)C(=O)CN(C)S(=O)(=O)c1ccc(Br)cc1,x,11,i,i,i,i,i,i,i,i,i
Cc1c(C)c(C)c(C(=O)c2ccc(NC(=O)c3ccccc3C(=O)O)cc2)c(C)c1C,12,-2,i,i,i,i,i,i,i,i,i
Cc1cccc(-c2nn(-c3ccccc3)cc2C(=O)NCC(c2cccs2)N2CCOCC2)c1 (stereo not drawn),-12,9,i,i,i,i,i,i,i,i,i
Cc1ccccc1N=C1c2cc([N+](=O)[O-])ccc2-c2ncccc21,-7,0,i,i,i,i,i,i,i,i,i
Cn1ncc(Br)c1NC(=O)Nc1ccc(Cl)cc1,-2,6,i,i,i,i,i,i,i,i,i
CCOC(=O)C1=C(COC(=O)Cc2ccccc2)NC(=O)NC1C (stereo not drawn),-3,2,i,i,i,i,i,i,i,i,i
O=C(NNc1c2ccccc2nc2ccccc12)c1ccc(Cl)cc1,0,4,i,i,i,i,i,i,i,i,i
O=S(=O)(NC1CCCCC1Sc1ncccn1)c1ccccc1 (stereo not drawn),-3,0,i,i,i,i,i,i,i,i,i
O=C(c1cnc(-c2ccccc2)s1)c1ccc(Cl)cc1Cl,57*,7,i,i,i,i,i,i,i,i,i
CNC(=O)[C@@]1(Cc2ccccc2)C=C[C@@H](C)N1C(C)=O,1,4,i,i,i,i,i,i,i,i,i
C/C(=N\NC(=S)Nc1c(C)cccc1C)c1cc2ccccc2o1,-3,x,i,i,i,i,i,i,i,i,i
CCc1nc(SCC(=O)NCc2ccco2)c2c3c(sc2n1)CCCC3,40,-3,i,i,i,i,i,i,i,i,i
Cc1cc(OC(C)C(=O)N/N=C/CC(C)c2ccccc2)ccc1Cl (stereo not drawn),1,4,i,i,i,i,i,i,i,i,i
CCc1ccc(OCCOC(=O)Nc2ccccc2)cc1,-11,-8,i,i,i,i,i,i,i,i,i
Cc1cc(C)n2nc(SCC(=O)N(C)Cc3ccccc3)nc2n1,2,-12,i,i,i,i,i,i,i,i,i
Cc1ccnc(Sc2ncccc2[N+](=O)[O-])n1,-2,0,i,i,i,i,i,i,i,i,i
CCN(CC)S(=O)(=O)c1ccc2c(c1)nc(-c1ccccn1)n2C,4,1,i,i,i,i,i,i,i,i,i
O=C(NNc1nc(N2CCOCC2)nc(N2CCOCC2)n1)Nc1ccc(Cl)cc1,-4,u,i,i,x,i,i,i,i,i,i
CCOC(=O)c1ccccc1NC(=O)c1cc2sccc2n1C,-3,0,i,i,i,i,i,i,i,i,i
Cc1cc(C)nc(N/N=C/c2ccco2)n1,0,-1,i,i,i,i,i,i,i,i,i
CC(=O)c1cn(CC(=O)NCc2ccco2)c2ccccc12,-5,2,i,i,i,i,i,i,i,i,i
COC(=O)C1=C(C)NC2=C(C(=O)CC(C)(C)C2)C1c1cn(Cc2ccc(Br)cc2)nc1-c1ccccc1 (stereo not drawn),22,-8,i,i,i,i,i,i,i,i,i
COc1ccc(C(=O)NC(=S)N2CCN(C)CC2)cc1Br,5,3,i,i,i,i,i,i,i,i,i
CC(C)(C)c1ccc(Oc2ccc(N)cn2)cc1,0,-2,i,i,i,i,i,i,i,i,i
CCOc1ccc(NC(=O)CC2C(=O)N(C)C(=S)N2Cc2ccco2)cc1 (stereo not drawn),0,0,i,i,i,i,i,i,i,i,i
COc1cccc(OC)c1C(=O)N1CCN(S(=O)(=O)c2ccccc2)CC1,0,0,i,i,i,i,i,i,i,i,i
Cc1cc(C)n(-c2cc(Cl)cc(Cl)c2)c(=O)c1C#N,1,-3,i,i,i,i,i,i,i,i,i
CCn1c2ccccc2c2cc(NC(=O)CSc3nnc(-c4cccc(OC)c4)n3N)ccc21,9,7,i,i,i,i,i,i,i,i,i
O=C(NCN1C(=O)C2C3C=CC(C3)C2C1=O)Nc1ccccc1O (stereo not drawn),4,-3,i,i,i,i,i,i,i,i,i
COc1ccc(-n2c(NC(=O)c3ccc(Br)o3)c(C#N)c3nc4ccccc4nc32)cc1,15,x,i,x,x,x,x,i,i,x,i
CCN1CCN(c2nc(-c3cccnc3)nc3ccccc23)CC1,-5,1,i,i,i,i,i,i,-8.2*,i,i
Nn1c(SCC(=O)NC2CCCc3ccccc32)nnc1-c1cccs1 (stereo not drawn),-2,5,i,i,i,i,i,i,i,i,i
O=C(CSc1nnc(C2CC2)n1-c1ccccc1)NCCc1ccccc1,-3,3,i,i,i,i,i,i,i,i,i
COc1cccc(CNc2cccc(C(F)(F)F)c2)c1O,1,5,i,i,i,i,36*,i,i,i,i
O=C(CC1Oc2ccccc2NC1=O)NCCc1ccccc1 (stereo not drawn),-3,5,i,i,i,i,i,i,i,i,i
CC(C)=NOc1cc(NC(=O)CCl)cc([N+](=O)[O-])c1,-6,3,i,i,i,i,i,i,i,i,i
Cc1nc(SC(C(N)=O)c2ccccc2)c(C#N)c(C)c1C (stereo not drawn),-2,4,i,i,i,i,i,i,i,i,i
O=C(c1ccc(NC2=NC3CS(=O)(=O)CC3S2)cc1)N1CCN(c2ccc([N+](=O)[O-])cc2)CC1 (stereo not drawn),-5,1,i,i,i,i,i,i,i,i,i
COc1ccc(Nc2nc3[nH]c(=O)cc(O)c3s2)cc1,23,-7,i,i,i,i,i,i,i,i,i
C=CCn1c(SCC(=O)Nc2ccccc2-c2ccccc2)nc2cc(C(=O)O)ccc2c1=O,25,4,i,i,i,i,i,i,i,i,i
O=C(NN=C1CCN(Cc2ccccc2)CC1)c1cc2ccccc2cc1O,11,4,i,i,i,i,i,i,i,i,i
CCOC(=O)N1CCN(C(=O)Cc2cccc3ccccc23)CC1,-12,0,i,i,i,i,i,i,i,i,i
CCN(CC)CCCNC(=O)c1cc(-c2ccc3c(c2)OCO3)on1,2,-3,i,i,i,i,i,i,i,i,i
Cc1ccc(/C=N/N2CCN(Cc3ccc(Cl)cc3)CC2)o1,-15,-6,i,i,i,i,i,i,i,i,i
O=C(O)[C@@H]1CCCC[C@@H]1C(=O)N1CCc2ccccc2C1CN1C(=O)c2ccccc2C1=O (stereo partly drawn),-2,6,i,i,i,i,i,i,i,i,i
COc1ccccc1-c1c(C)c(C)nc(N)c1C#N,2,1,i,i,i,i,i,i,i,i,i
COc1ccc(-c2cc(C(F)(F)F)n3nc(C(=O)NCCCN4CCOCC4)cc3n2)cc1,9,-31,i,i,x,i,i,i,i,i,i
CSCCC(NS(=O)(=O)c1ccccc1F)C(=O)NCc1cccnc1 (stereo not drawn),-1,-1,i,i,i,i,i,i,i,i,i

# Arranged by molar mass (low to high): some entries from above.
SMILES,SKKanGAS inh,HDAC3 inhib,RGS4 act,MrgX1 ag,TMEM16A act,MrgX1 antagonist,MrgX1 allo act,TRPC6 activator,TRPC6 inhibitor,ANO1 block,RGS4 inh
COc1ccccc1-c1c(C)c(C)nc(N)c1C#N,2,1,i,i,i,i,i,i,i,i,i
Cc1nc(SC(C(N)=O)c2ccccc2)c(C#N)c(C)c1C (stereo not drawn),-2,4,i,i,i,i,i,i,i,i,i
COc1ccc(-c2cc(C(F)(F)F)n3nc(C(=O)NCCCN4CCOCC4)cc3n2)cc1,9,-31,i,i,x,i,i,i,i,i,i

# More structures follow.
SMILES,SKKanGAS inh,HDAC3 inhib,RGS4 act,MrgX1 ag,TMEM16A act,MrgX1 antagonist,MrgX1 allo act,TRPC6 activator,TRPC6 inhibitor,ANO1 block,RGS4 inh
CCOC(=O)CSc1nnc(CNC(=O)c2cccs2)n1-c1ccccc1,0,1,i,i,i,i,i,i,i,i,i
COc1ccc(CN(CCNC(=O)CCCCC(=O)NCCN(Cc2ccc(OC)cc2)C(C)C)C(C)C)cc1,1,2,-9.2*,i,i,i,i,i,i,i,i
O=C(OCC(=O)N1CCOCC1)c1ccc(F)cc1Cl,1,-1,i,i,i,i,i,i,i,i,i
COc1ccc(C(C(=O)NC(C)(C)C)N(C(=O)CNC(=O)c2cccs2)c2cccnc2)cc1OC (stereo not drawn),-1,4,i,i,i,i,i,i,i,i,i
Fc1ccccc1-c1nc(-c2ccncc2)no1,6,2,i,i,i,i,i,i,i,i,i
CC(=O)Nc1csc2ccccc12,-4,-7,i,i,i,i,i,i,i,i,i
CC(=O)CCSc1nnc(-c2cccc(S(=O)(=O)N3CCOCC3)c2)o1,-4,1,i,i,i,i,i,i,i,i,i
CN1CCN(CC2(O)CCN(S(=O)(=O)c3ccc(Cl)cc3)CC2)CC1,-1,2,i,i,i,i,i,i,i,i,i

# Assay outcomes deposited in PubChem by several laboratories.
